OX1R antag-1: human HCRTR1 antagonism | O43613 | CHO/OX1R cells, Fluo-8 calcium fluorescence, orexin A | inhibition, % at 5 µM | 330,000 tested, 0.43% active | AID 434989;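 active = inhibition above its plate's threshold, mean inhibition of all tested compounds on the plate plus 3 SD, cut at about 37% in these data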;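 note: 0% = orexin A challenge wells and 100% = SB-334867-A antagonist wells; not every result past the cut was called active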
Target sequence (O43613 whole entry, looked up): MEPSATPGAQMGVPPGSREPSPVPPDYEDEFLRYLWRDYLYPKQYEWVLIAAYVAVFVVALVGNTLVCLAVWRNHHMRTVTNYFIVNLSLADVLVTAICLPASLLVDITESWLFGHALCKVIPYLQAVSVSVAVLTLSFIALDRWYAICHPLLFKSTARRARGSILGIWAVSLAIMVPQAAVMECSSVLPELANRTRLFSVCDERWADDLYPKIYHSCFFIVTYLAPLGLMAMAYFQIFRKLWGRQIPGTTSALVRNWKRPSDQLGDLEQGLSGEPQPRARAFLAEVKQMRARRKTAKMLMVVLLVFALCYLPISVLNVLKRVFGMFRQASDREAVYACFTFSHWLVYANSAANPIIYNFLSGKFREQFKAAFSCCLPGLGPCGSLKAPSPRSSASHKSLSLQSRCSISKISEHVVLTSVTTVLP
OX1R antag-2: OX1R (human) antagonism; O43613; OX1R-expressing cells, FRET antagonist read-out; inhibition, % at 6.6 µM; 330,000 tested, 1.8% active; AID 485270; in the data active = inhibition mostly above about 38%, no sharp cut-off; inactive = mostly below about 40%;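 note: 0% = agonist challenge alone and 100% = reference antagonist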
Numbers without * were called inactive.

SMILES	OX1R antag-1	OX1R antag-2
CCOCCCNC(=S)NCCc1ccccc1	-9	21
COc1cccc(C(=O)NC2CC3CCCC(C2)N3CC(=O)Nc2ccccc2)c1 (stereo unspecified)	-39	16
c1cncc(-c2nnc3sc(-c4ccco4)nn23)c1	-4	19
N#Cc1ccc(C(=O)OCC(=O)Nc2cccnc2Cl)cc1	-17	-5
Cc1ccnc(NC(=O)CCC(=O)N(CC(=O)NCC2CCCO2)Cc2ccc(F)cc2)c1 (stereo unspecified)	-27	16
CCOC(=O)c1c(C)cc(=O)oc1C	-11	5
CCSc1cc(N2CCCC2)nc(-c2ccc(F)cc2)n1	-24	8
C/C(=N\NC(=O)c1nnn(-c2nonc2N)c1CSc1ccc(C)cc1)c1ccco1	-19	16
Cc1cccc(OCC(=O)NNC(=O)Nc2cccc(Cl)c2)c1C	-13	6
O=S(=O)(NCc1ccccc1)c1ccccc1Br	-11	23
CCn1cc(/C=C/C(=O)Nc2ccn(Cc3c(F)c(F)c(F)c(F)c3F)n2)cn1	-14	12
Cc1csc(NC(=O)c2ccc(S(=O)(=O)N3CCCC3)cc2)n1	1	4
COC(=O)c1nc2ccccn2c1F	-4	4
O=C(Cc1c(Cl)cccc1Cl)NC1CC1	-5	3
C/C(=C\c1ccc2c(c1)OCO2)C1Nc2cccc3cccc(c23)N1	-7	19
Cc1ccc(S(=O)(=O)N(C)C)cc1NC(=O)COC(=O)C1(c2ccccc2)CC1	-20	19
CC1(c2ccccc2Cl)NC(=O)N(CC(=O)c2ccc3c(c2)OCO3)C1=O (stereo unspecified)	-24	11
O=C(COc1ccc(Cl)cc1Cl)c1ccc[nH]1	-16	5
COCC(C)n1c(C)cc(C(=O)COC(=O)CNC(=O)c2ccccc2)c1C (stereo unspecified)	-11	13
CCNC(=S)N(CCCO)Cc1cc2cc3c(cc2[nH]c1=O)OCCO3	-6	19
Cc1cccc(OCc2nnc(NC(=O)c3cccs3)s2)c1	-8	16
Cc1ccc(S(=O)(=O)NCCC(=O)Oc2ccc3ccc(=O)oc3c2)cc1	-10	6
CCC(=O)Nc1ccc2c(c1)nc(CN1CCN(C(C)=O)CC1)n2C	-13	9
CCCN(CCC)C(=O)CSc1nc2n[nH]c(C)c2c(=N)n1-c1ccc(OCC)cc1	-14	26
CCCSc1nc2c(cnn2-c2ccc(F)cc2)c(=O)[nH]1	-12	12
CC(=O)N1CCN(C(=O)CCc2cc(C(C)(C)C)c(O)c(C(C)(C)C)c2)CC1	-38	18
COC(=O)N/N=C\c1cccc(OC(=O)c2cccs2)c1	-22	15
COc1ccc(CC(=O)NC(C)c2ccc3ccccc3c2)cc1 (stereo unspecified)	-19	25
O=C(NCC1CCCO1)c1ccc2c(c1)N(Cc1ccccc1)C(=O)CS2 (stereo unspecified)	-26	-3
COc1ccccc1C(=O)O/N=C1/CCCc2c1ccc(OC)c2[N+](=O)[O-]	-2	22
COc1ccccc1CC1(C)NC(=O)N(CC(=O)N2CCc3ccccc3C2)C1=O (stereo unspecified)	-47	9
CCC(=O)Oc1ccc(C(CC)C(CC)c2ccc(OC(=O)CC)cc2)cc1 (stereo unspecified)	7	13
COc1cc(OC)cc(C(=O)N2c3ccc(F)cc3CCC2C)c1 (stereo unspecified)	-15	8
COc1cccc(-n2c(SCC(=O)c3c[nH]c4ccccc34)nc3ccccc3c2=O)c1	-17	4
Cc1ccccc1CC(=O)NCc1cccnc1	3	5
Nc1cc(Cl)ccc1C(=O)OCC(=O)NC1CCS(=O)(=O)C1 (stereo unspecified)	-4	14
COc1cc(NC(=S)NCc2cccnc2)c(OC)cc1Cl	-12	25
O=C(C1CC(=O)N(c2ccc3c(c2)OCCO3)C1)N1CCCC(C(F)(F)F)C1 (stereo unspecified)	-10	5
CCOC(=O)C(C)On1c(-n2nc(C)cc2C)nc2ccccc2c1=O (stereo unspecified)	-11	-6
Cc1cc(C)c2ccc(C(=O)O)nc2c1O	0	20
O=C(CCc1ccc(S(=O)(=O)N2CCOCC2)cc1)Nc1ccc(F)c(F)c1F	-7	7
COc1ccc(OC)c(-c2cc(C(=O)Nc3cccc(Cl)c3)no2)c1	21	9
CSc1ccccc1NC(=O)COC(=O)Cc1ccsc1	-15	-2
Cc1cc(C)nc(NC(=O)c2ccc(Cl)cc2Cl)n1	-8	22
CN1CCN(c2nc3c(c(=O)n(C)c(=O)n3C)n2Cc2ccccc2F)CC1	-8	10
COc1cccc(N2CC(NS(=O)(=O)c3ccc4ccccc4c3)CC2=O)c1 (stereo unspecified)	-29	9
COc1cccc(NC(=O)Cn2cc(C=O)c3ccccc32)c1	0	7
Cc1ccccc1NS(=O)(=O)CCCCC(Cl)(Cl)Cl	-16	15
Cc1ccc(CNC(=O)CCS(=O)(=O)c2ccc3c(c2)NC(=O)CS3)cc1	-25	0
C/C(=N\Nc1nncc2ccccc12)c1ccc(OCC(=O)N(C)C)cc1	-9	25
COc1ccccc1/C=c1\sc2nc(-c3ccccc3OC)nn2c1=O	-8	7
CCC(NC(=O)Cc1cccs1)c1ccccc1 (stereo unspecified)	-6	5
Cc1ccsc1-c1n[nH]c(=S)n1C1CCCCC1	-20	16
Cc1cc(C(=O)NN=Cc2c(C)[nH]c3ccccc23)c(C)o1	11	7
O=C(Cn1cnc([N+](=O)[O-])n1)N/N=C/c1ccccc1O	-8	49
COc1ccc(C)cc1NC(=O)c1nn(C)c(C(=O)Nc2cc(C)ccc2OC)c1[N+](=O)[O-]	-5	34*
COc1ccc(-n2c(CN3CCN(c4ccccn4)CC3)nc3ccc([N+](=O)[O-])cc3c2=O)c(OC)c1	-34	39
O=[N+]([O-])c1ccc(-c2cn(-c3ccc(Cl)cc3)c(=S)[nH]2)cc1	-18	15
COc1ccc(C=Nc2cccnc2N)cc1	-2	27
O=S(=O)(NCCO)c1cccc2cccnc12	-10	18

Look-ups from above.
O=C(Cn1cnc([N+](=O)[O-])n1)N/N=C/c1ccccc1O | OX1R antag-2: 49
COc1ccccc1/C=c1\sc2nc(-c3ccccc3OC)nn2c1=O | OX1R antag-2: 7
O=S(=O)(NCCO)c1cccc2cccnc12 | OX1R antag-2: 18
Cc1ccc(CNC(=O)CCS(=O)(=O)c2ccc3c(c2)NC(=O)CS3)cc1 | OX1R antag-1: -25
COc1ccc(-n2c(CN3CCN(c4ccccn4)CC3)nc3ccc([N+](=O)[O-])cc3c2=O)c(OC)c1 | OX1R antag-2: 39
C/C(=N\Nc1nncc2ccccc12)c1ccc(OCC(=O)N(C)C)cc1 | OX1R antag-1: -9
Cc1ccsc1-c1n[nH]c(=S)n1C1CCCCC1 | OX1R antag-2: 16

(list continues)
SMILES	OX1R antag-1	OX1R antag-2
COc1ccccc1/C=N/NC(=O)c1ccc(N(C)S(=O)(=O)c2ccccc2)cc1	-35	19
Cc1ccc(CN(CC(=O)NC2CCCCC2)C(=O)c2csnn2)cc1	-32	11
CCCN(CCC)CCCNC(=O)CC1Nc2ccccc2NC1=O (stereo unspecified)	-3	20
COc1ccc(-n2c(SCC(=O)Nc3cc(C)on3)nc3c(c2=O)SCC3)cc1OC	-35	26
O=S(=O)(c1ccc(NC(=S)NCc2cccnc2)cc1)N1CCCCC1	-15	5
CC(=O)c1ccc(NC(=S)N2c3ccccc3CC2C)cc1 (stereo unspecified)	-17	6
CCn1c(SCC(=O)N2CCCc3ccccc32)nnc1-c1ccco1	-32	19
O=C1CC[C@H](O)CCN1[C@H](CSc1ccc(Br)cc1)Cc1ccccc1	-7	2
Cc1ccc(-n2c(C)c([N+](=O)[O-])c3ccc(O)c(CN(C)C)c32)cc1	-13	9
O=C1C2C3C=CC(C4CC34)C2C(=O)N1CCCCN1CCN(c2ccc(F)cc2)CC1 (stereo unspecified)	-33	-1
COc1cccc(CNC(=O)CCC2CCCN(C3CCOCC3)C2)c1 (stereo unspecified)	-16	13
COc1ccc(NC(=S)NC(=NS(=O)(=O)c2ccc(Cl)cc2)c2ccccc2)cc1	-18	13
Cc1ccc(NC(=S)NCC(C)CSc2ccc(Cl)cc2)cc1 (stereo unspecified)	-8	24
O=C(c1ccc2c(c1)OCO2)C1CCCN(C(=O)Nc2ccc(F)cc2F)C1 (stereo unspecified)	-32	24
COc1ccc2[nH]c(=O)c(CN(Cc3cccnc3)S(=O)(=O)c3ccccc3F)cc2c1	-14	28
CC(C(=O)NCc1cccs1)N1C(=O)c2ccccc2C1=O (stereo unspecified)	-16	15
O=S(=O)(NCCCCCNS(=O)(=O)c1ccccc1)c1ccccc1	-10	16
CCN1CCN(C(=O)c2cc3ccc(OC)cc3[nH]2)CC1	-12	17
CC(=O)c1ccc(N=C2SCCCN2C(=O)C2CCCC2)cc1	-9	17
COc1ccc(-c2ccc(-c3nnn(CC(C)=O)n3)cc2)cc1	12	9
O=C(CCN1CCN(CCO)CC1)Nc1ccc(Br)cc1	-1	6
CCC(=O)NCCc1nc2cc(NC(=O)c3ccc(F)cc3)ccc2n1C	-8	13
Cc1c(NC(=O)c2cccc(S(=O)(=O)N3CCOCC3)c2)c(=O)n(-c2ccccc2)n1C	-3	0
COc1ccc(N2CCN(C(=O)CSc3nnc4c(C)cc5ccccc5n34)CC2)cc1	-41	9
Cc1ccc(NC(=O)CS(=O)CC(=O)N2CCN(c3ccccc3)CC2)cc1 (stereo unspecified)	-35	23
Cn1cccc1Cc1nnc(SCC(=O)Nc2ccccc2)n1-c1ccc(F)cc1	-16	10
Cc1cc(C)n(CC(=O)Nc2ccc([N+](=O)[O-])cc2)n1	-15	14
CC(C)Cn1nc(NS(=O)(=O)c2cccc3nonc23)c2cc3ccccc3nc21	-37	40
O=C(N=C1SC2CS(=O)(=O)CC2N1c1cc(Cl)ccc1Cl)C1CCCO1 (stereo unspecified)	8	8
CCCCc1ccc(-c2nc(-c3ccncc3)no2)cc1	8	3
CC1=C(C(=O)Nc2ccccc2C(=O)NCc2ccccc2)SCCO1	-34	27
Cc1noc(N)c1C1(O)C(=O)Nc2c(Cl)cc(Cl)cc21 (stereo unspecified)	-7	42
O=C(CCNc1ccccc1)c1cccc([N+](=O)[O-])c1	-18	19
CCOC(=O)C(C(=O)Nc1ccccc1)C1CCCCC1 (stereo unspecified)	1	20
CCCS(=O)(=O)N1CCC(C(=O)NCCCN(CC)c2cccc(C)c2)CC1	-8	23
CN(C)CCNS(=O)(=O)c1ccc(N2CCN(c3ccc(F)cc3)CC2)c([N+](=O)[O-])c1	-8	23
CC1CCCCC1NC(=O)CN1C(=O)NC(Cc2ccccc2)(Cc2ccccc2)C1=O (stereo unspecified)	-22	0
Cn1c(NC(=O)c2ccc(F)cc2)c(-c2cccs2)c(=O)c2ccccc21	-14	8
O=S(=O)(c1ccc2ccccc2c1)n1cccn1	-10	17
CCOc1ccc(C(=O)NC(=S)Nc2ccc(NC(=O)CC)cc2)cc1[N+](=O)[O-]	-12	7
O=C(NCCCN1CCCC1=O)c1ccc2c(c1)NC(=O)c1ccccc1S2	-17	20
COC(=O)C1CCN(S(=O)(=O)c2ccc(OC)cc2)CC1	9	6
Cc1ccc(Nc2ccc(C(=O)NCCc3ccccc3)cn2)cc1	-30	9
CC1=CC(C)(C)Nc2ccc(OC(=O)CN3C(=O)c4cccc5cccc(c45)C3=O)cc21	-8	23
COc1ccc(CC(=O)Nc2cccc(-c3ccc4nnc(C)n4n3)c2)cc1OC	-23	20
Cc1cc(C)cc(NC(=O)CC2Oc3ccc(C)cc3NC2=O)c1 (stereo unspecified)	-26	-5
O=C(COc1ccc(Br)cc1)NCCCNC(=O)c1cccnc1	-14	15
COC(=O)CNC(c1ccccc1)c1cc(C)ccc1NS(=O)(=O)c1ccc(C)cc1 (stereo unspecified)	-11	11

Gathered by group: those above with an NH in an aromatic ring
SMILES	OX1R antag-1	OX1R antag-2
O=C(COc1ccc(Cl)cc1Cl)c1ccc[nH]1	-16	5
CCNC(=S)N(CCCO)Cc1cc2cc3c(cc2[nH]c1=O)OCCO3	-6	19
CCCN(CCC)C(=O)CSc1nc2n[nH]c(C)c2c(=N)n1-c1ccc(OCC)cc1	-14	26
CCCSc1nc2c(cnn2-c2ccc(F)cc2)c(=O)[nH]1	-12	12
COc1cccc(-n2c(SCC(=O)c3c[nH]c4ccccc34)nc3ccccc3c2=O)c1	-17	4
Cc1ccsc1-c1n[nH]c(=S)n1C1CCCCC1	-20	16
Cc1cc(C(=O)NN=Cc2c(C)[nH]c3ccccc23)c(C)o1	11	7
O=[N+]([O-])c1ccc(-c2cn(-c3ccc(Cl)cc3)c(=S)[nH]2)cc1	-18	15
COc1ccc2[nH]c(=O)c(CN(Cc3cccnc3)S(=O)(=O)c3ccccc3F)cc2c1	-14	28
CCN1CCN(C(=O)c2cc3ccc(OC)cc3[nH]2)CC1	-12	17

Later entries:
SMILES	OX1R antag-1	OX1R antag-2
COCCN(C(=S)Nc1cccc(C)c1C)C(C)c1ccco1 (stereo unspecified)	-17	20
C#CCNC(=O)C1=C[C@@H](C(C)(C)C)C[C@@H](OCc2ccc(CO)cc2)O1	-2	8
O=C(CNS(=O)(=O)c1ccccc1)OCC(=O)c1cccc([N+](=O)[O-])c1	2	38
O=C(O)C1CCC(CNS(=O)(=O)c2ccc(Br)cc2)CC1 (stereo unspecified)	2	7
COC(=O)C(Cc1ccccc1)NC(=O)CCC(=O)NC(C)CCc1ccccc1 (stereo unspecified)	-12	3
COc1ccc(C)cc1S(=O)(=O)NCCN1CCOCC1	-5	2
CCNC(=O)c1cc(S(=O)(=O)N2CCSCC2)ccc1OC	2	10
O=C(Nc1nc2c(F)cc(F)cc2s1)C1CC(=O)N(Cc2ccco2)C1 (stereo unspecified)	-3	20
Cc1ccc(CNC(=O)CCCNC(=O)c2ccc(Cl)cc2)n1C	6	1
Cc1cc(C)c(-c2cc(C(=O)Nc3cc(C)ccc3C)[nH]n2)c(O)c1	-11	2
COc1ccc(/C=C/c2nc(N)nc(-c3ccccc3O)n2)cc1OC	63*	87*
S=C(Nc1ccccc1)Nc1nc2ccccc2n1CCOc1ccc(Br)cc1	-17	8
COC(=O)c1sccc1S(=O)(=O)Nc1ccc(Cl)cc1	-23	8
CCCCn1nc(C(=O)N(C)CC(=O)Nc2cccc(F)c2)c2ccccc2c1=O	-26	16
O=C(Cc1ccc(Br)c2ccccc12)N/N=C/c1ccccn1	-36	40
Clc1cccc(/C=N/Nc2ncnc3ccccc23)c1	-11	20

High-throughput results (PubChem BioAssay)
